Runt-SMMHC FRET – blocks binding of human RUNX1 Runt domain to CBFb-SMMHC. Cerulean-Runt/Venus-CBFb-SMMHC FRET ratio 530/480, 1 h. hit rate 0.74% among 220,000. inhibition, % at 20 µM;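 active means mean inhibition across duplicate retests at 20 µM reaching about 50%, limit read from the data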;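 further: 0% = DMSO wells and 100% = wells with excess untagged CBFb-SMMHC; inhibitors lower the FRET ratio by blocking Runt binding to CBFb-SMMHC; some results filed as inactive read as strong as hits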
FXIIa inh 1536 – inhibitors of human coagulation factor XIIa | P00748 | purified FXIIa, Boc-QGR-AMC fluorogenic substrate, 2 h | inhibition, % at 5 µM | hit rate 0.3% among 220,000 | AID 800; in the data active means inhibition above about 40%;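 further: 0% = enzyme with no compound and 100% = blank without enzyme; many of its hits are not listed in these tables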
Hck Nef HTS – blocks Nef-activated human Hck kinase | P08631 | Recombinant Hck-YEEI plus Nef, Z-Lyte FRET kinase assay | inhibition, % at 20 µM | hit rate 0.68% among 220,000 | AID 463187;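 active means Hck-Nef kinase inhibition above about 50%, limit read from the data; inactive means inhibition below that limit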;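 further: 0% = DMSO with Hck plus Nef and 100% = Hck alone without Nef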
Thrombin inh – blocks human thrombin protease activity; P00734; alpha-thrombin, Boc-VPR-AMC fluorogenic substrate cleavage; inhibition, % at 5 µM; hit rate 0.26% among 220,000; AID 1046;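 active means inhibition at or above 40%; inactive means inhibition below 40%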;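 further: 0% = enzyme with no compound and 100% = wells without enzyme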
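Material: human alpha-thrombin enzyme / Medium: pH 7.5 Tris (50 mM) with NaCl 150 mM, Tween 20 0.05% / Compound: single-point dosing at 5 µM, 0.2% DMSO / Incubation: enzyme reaction carried out at room temperature / Detection: AMC fluorescence, 355/460 nm / Read-out basis: percent inhibition scaled between no-compound controls and no-enzyme blanks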
Wee1 stabilizer – human Wee1 degradation inhibition, primary screen. P30291. HeLa Luc-Wee1K328M stability, luciferase luminescence; 100% = proteasome inhibitor MG132 effect. reporter increase, % at 5 µM. hit rate 1.2% among 220,000;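 active means activation above the mean of all tested compounds plus 3 SD, set per screening run, cut at about 8.8% in these data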;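 further: cells exposed to compound for 20 h before luminescence read; 0% = DMSO alone and 100% = MG132 at 30 µM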
14-3-3 Bad inh – disrupts binding of bovine 14-3-3 zeta to phospho-Bad peptide; inhibition, % at 21.7 µM; TR-FRET 14-3-3zeta/Dy647-pBad peptide displacement, 1 h; AID 781; hit rate 0.71% among 220,000; P63103;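 active means inhibition above about 70%, limit read from the data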;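 further: 0% = full 14-3-3 plus peptide FRET controls and 100% = background without 14-3-3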
Target sequence (P63103 whole entry, looked up): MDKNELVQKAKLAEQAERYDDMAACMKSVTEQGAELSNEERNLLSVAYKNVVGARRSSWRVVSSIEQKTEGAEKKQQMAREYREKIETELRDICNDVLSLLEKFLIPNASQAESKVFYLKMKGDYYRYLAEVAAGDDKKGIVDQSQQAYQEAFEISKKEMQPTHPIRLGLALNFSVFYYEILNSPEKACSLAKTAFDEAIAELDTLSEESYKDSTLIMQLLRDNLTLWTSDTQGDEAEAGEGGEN
FXIa inh – inhibitors of human coagulation factor XIa; purified FXIa, Boc-Glu-Ala-Arg-AMC fluorogenic substrate; inhibition, % at 5 µM; hit rate 0.14% among 220,000;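 active means inhibition of at least 40%; inactive means inhibition below 40%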;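 further: fluorescence of freed AMC excited at 355 nm; 0% = enzyme without compound and 100% = no enzyme blank; many of its hits are not listed in these tables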
Target sequence (P03951 19-387 limits assumed): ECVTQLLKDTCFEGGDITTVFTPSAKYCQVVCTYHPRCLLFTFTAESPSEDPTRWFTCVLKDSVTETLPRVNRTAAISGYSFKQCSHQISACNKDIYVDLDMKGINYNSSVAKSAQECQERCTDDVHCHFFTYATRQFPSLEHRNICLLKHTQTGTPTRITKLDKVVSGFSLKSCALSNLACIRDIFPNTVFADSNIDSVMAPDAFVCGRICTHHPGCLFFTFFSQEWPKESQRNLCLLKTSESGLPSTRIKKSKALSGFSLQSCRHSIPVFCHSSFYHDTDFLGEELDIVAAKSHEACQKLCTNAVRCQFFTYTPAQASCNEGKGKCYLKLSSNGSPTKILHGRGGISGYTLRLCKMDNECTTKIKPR
Target sequence (P03951 388-625 limits assumed): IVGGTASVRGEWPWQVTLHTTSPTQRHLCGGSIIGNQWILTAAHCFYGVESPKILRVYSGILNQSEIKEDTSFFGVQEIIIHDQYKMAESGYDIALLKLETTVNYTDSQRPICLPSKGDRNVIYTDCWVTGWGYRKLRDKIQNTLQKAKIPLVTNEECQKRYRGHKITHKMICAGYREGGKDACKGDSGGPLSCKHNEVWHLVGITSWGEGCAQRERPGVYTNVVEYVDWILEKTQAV
KLK5 inh – blocks human kallikrein 5 protease activity. recombinant hK5, fluorogenic AMC substrate cleavage. inhibition, % at 5 µM. hit rate 0.59% among 210,000. AID 873;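 active means inhibition of 40% or more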;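 further: 0% = enzyme controls without compound and 100% = no-enzyme blanks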
Target sequence (Q9Y337 67-293 limits assumed): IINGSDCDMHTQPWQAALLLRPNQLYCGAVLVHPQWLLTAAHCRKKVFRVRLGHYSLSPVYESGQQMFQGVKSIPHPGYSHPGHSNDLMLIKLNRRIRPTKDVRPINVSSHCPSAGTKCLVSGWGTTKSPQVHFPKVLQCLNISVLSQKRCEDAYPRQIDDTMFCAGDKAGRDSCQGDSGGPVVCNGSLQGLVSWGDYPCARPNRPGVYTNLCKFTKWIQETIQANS
Runt-CBFb FRET – Runt domain-CBFb interaction inhibition | Q01196+Q13951 | Cerulean-Runt/Venus-CBFb FRET ratio 530/480, 1 h | inhibition, % at 20 µM | hit rate 0.46% among 220,000 | AID 1496;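 active means inhibition over about 50% at 20 µM in the single-dose screen, limit read from the data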;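 further: 0% = DMSO wells and 100% = excess unlabeled CBFb competitor control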
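test system = Cerulean-Runt domain fusion protein, energy donor | probe or stimulus = Venus-CBFb binding partner, 100 nM | incubation = two 1 h room-temperature incubations shielded from light | detection = fluorescence energy transfer, 422 nm excitation, 530/480 nm emission | measure = loss of energy transfer signal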
* marks the source's active call; other numbers are inactive results; i = inactive; . = no result given; [ ] = remark or other dose.

Wee1 stabilizer	Runt-CBFb FRET	FXIIa inh 1536	Runt-SMMHC FRET	Thrombin inh	KLK5 inh	FXIa inh	Hck Nef HTS	14-3-3 Bad inh	smiles
3	1	8	-1	0	0	4	1	-1	O=C1CCN(Cc2ccccc2)C(=O)N1c1ccccc1
-1	-2	7	-1	-2	-9	6	5	1	CCOC(=O)/C(C#N)=N\Nc1ccc(S(=O)(=O)Nc2nc(C)cc(C)n2)cc1
10*	7	11	-1	2	7	7	-2	0	O=S(=O)(/C=C/c1ccccc1)Nc1ccc(N2CCOCC2)cc1
-3	-1	0	-5	5	-3	-11	5	36[fluorescence artefact?]	Cc1nnn(-c2nonc2N)c1C(=O)N/N=C/c1cccc2ccccc12
-1	4	-8	0	-10	-14	-10	3	i[fluorescence artefact?]	C=CCn1c2ccccc2c2nnc(SC(CC)C(=O)Nc3sc4c(c3C#N)CCCC4)nc21 (stereo not given)
0	-2	11	-10	-5	-14	0	2	-10	COc1ccc(C2=Nn3c(nnc3-c3ccc(OC)cc3)SC2)cc1
7	0	4	-1	-5	-3	1	9	-8	COc1cccc(Cl)c1NC(=O)N1CCc2c([nH]c3ccccc23)C1C(F)(F)F (stereo not given)
-2	-4	5	2	-8	-1	-2	0	-7[fluorescence artefact?]	CNc1oc(-c2ccccc2Cl)nc1P(=O)(c1ccccc1)c1ccccc1
1	-1	-4	-2	-6	8	-6	-2	6	CCN(CC)C(=O)CCc1nc2sc3c(c2c(=O)[nH]1)CCCC3
-2	0	4	0	-3	-3	1	-9	12	O=C(Nc1cccc(Cl)c1)N1CCN(C/C=C/c2ccccc2)CC1
-4	-1	11	1	-2	0	1	22	1	C=CCn1c(SCC(=O)Nc2ccc(C(=O)O)cc2)nnc1-c1cccnc1
8	1	8	-8	-4	-9	0	0	7	Cc1ccccc1NC(=O)NCc1ccco1
0	-1	6	-4	-8	-5	0	2	-4	O=C(CSc1nnc(SCc2ccccc2)s1)N/N=C/c1ccc(Cl)cc1Cl
2	-1	26	-4	7	6	31	20	2	Oc1ccccc1C=NC1CCCCC1N=Cc1ccccc1O (stereo not given)
7	1	6	2	1	2	13	-65	-4	O=C1NCCCC1C(=O)N/N=C/c1ccccc1[N+](=O)[O-] (stereo not given)
-2	-3	-7	-8	-8	-33	-3	6	86*[fluorescence artefact?]	COc1ccc2nc(COC(=O)c3ccco3)c(C(C)=O)[n+]([O-])c2c1
0	0	2	-8	-8	1	-2	7	-1	Nc1nc(CN2CCc3ccccc3C2)nc(Nc2ccccc2)n1
-1	3	8	-19	5	-39	1	-1	2[fluorescence artefact?]	CCOC(=O)c1sc(/N=C/Nc2nc(C)c(C(=O)OCC)s2)nc1C
1	0	3	2	-8	-1	-4	17	-5	CC(=O)NC(Cc1ccc(O)cc1)C(=O)NN (stereo not given)
0	1	13	3	2	3	1	-3	17	C#CCOCCOCCOCCNc1nc(N2CCN(C(=O)[C@H]([C@@H](C)CC)n3cc([C@@H](N)CO)nn3)CC2)nc(N2CCN(C(=O)[C@H]([C@@H](C)CC)n3cc([C@@H](N)Cc4ccc(O)cc4)nn3)CC2)n1
0	2	6	2	-8	0	-1	18	-3	O=C1Nc2ccccc2OCc2c1cccc2[N+](=O)[O-]
-1	-2	5	3	-1	2	-3	12	-10	CC1=C(C(=O)N2CCOCC2)C(c2ccc(Br)cc2)NC(=S)N1c1ccccc1 (stereo not given)
-5	-5	2	-2	-9	2	-2	19	-6	CCCCCCCC1(C)NC(=O)N(CC(=O)Nc2cc(C)on2)C1=O (stereo not given)
0	-3	14	-11	4	2	2	14	2	COc1ccc(-c2c(C(F)(F)F)nn(C)c2NC(=O)c2cccnc2)cc1
1	1	10	-6	3	-2	4	-9	-1	COc1ccc(C=C(c2ccc(OC)cc2)c2ccc(OC)cc2)cc1
3	-1	1	-1	2	4	-6	-3	-5	C#CC(CC)(CC)NC(=O)Nc1ccccc1C(=O)OC
5	8	10	-5	-2	-11	-4	14	20	Nc1ccc(N(CCO)CCO)cc1
-3	-4	-1	3	2	-33	2	5	13	COC(=O)c1c(NC(=O)c2nn(C)cc2Cl)sc2c1CCCC2
-4	-2	11	4	-4	7	0	20	-9	CCC1(CC)N=C(c2ccccc2)C(=S)N1
0	2	14	-1	3	-5	-7	5	5	Cc1c(N(C)C(=O)c2ccco2)c(=O)n(-c2ccccc2)n1C

More records
Wee1 stabilizer	Runt-CBFb FRET	FXIIa inh 1536	Runt-SMMHC FRET	Thrombin inh	KLK5 inh	FXIa inh	Hck Nef HTS	14-3-3 Bad inh	smiles
0	-1	13	-7	-2	-20	4	3	1[fluorescence artefact?]	CCCCSc1nc(O)c(C2OC(=O)c3c2ccc(OC)c3OC)c(=O)n1-c1ccccc1 (stereo not given)
1	0	15	3	0	-7	2	-1	8	O=C(CN1C(=O)C2C3C=CC(C3)C2C1=O)N1CC=C(c2ccccc2)CC1 (stereo not given)
-1	0	-3	-4	25	-21	-9	2	1	Cc1cc(C(=O)C(=O)N(C)C)c(C)n1-c1ccc([N+](=O)[O-])cc1
1	4	10	2	4	3	-1	-11	0	C=CCNC(=O)c1scc2c1CCCC2
4	1	6	1	0	-1	-2	1	0[fluorescence artefact?]	N=c1cc(C2(O)CCCCC2)n2c(nc3ccccc32)s1
11*	0	8	2	4	3	16	2	5	COc1ccc(CN2C(=O)CC(Cc3ccc(C)cc3)C2=O)cc1OC (stereo not given)
0	1	12	2	-1	2	10	3	-28	CCOC(=O)c1sc(NC(=O)c2ccc(S(=O)(=O)N3CCCCCC3)cc2)nc1-c1ccccc1
2	10	-3	1	2	3	4	3	-13	Cc1ccc(NC(=O)Nc2cccs2)c(Cl)c1
1	0	5	-4	-6	-6	-3	13	-7	N/C(=N\NC(=O)c1ccccc1)c1cc2ccccc2oc1=O
0	-2	7	-5	-2	-3	2	-16	1	CCO[C@H]1OC(C(=O)N2CCN(Cc3ccc4c(c3)OCO4)CC2)=C[C@@H](c2ccc(Br)cc2)[C@@H]1CCCO
-4	-1	7	-1	-4	0	5	-2	2	COc1ccc(C)cc1-n1nnnc1SCc1cn2ccsc2n1
2	0	5	0	-5	0	-2	20	-7	Cc1nc2ccccn2c1C(=O)NC1CCCC1
-2	3	4	-25	-2	-4	-6	-1	5	N#CC(C(=O)NC1CCCCC1)c1nc2ccccc2nc1N1CCN(c2ccc(F)cc2)CC1 (stereo not given)
-2	0	7	-4	-10	-1	1	17	14	O=C(Cc1ccccc1)NN1C(=O)c2ccccc2C1=O
0	-1	16	-2	4	-6	-5	1	2	CCOC(=O)C1=C(c2ccccc2)N2CCS(=O)(=O)N=C2S1
-3	0	3	-2	7	-7	-1	-13	-18	Cc1ccc(NC(=O)CSc2ccccn2)cc1S(=O)(=O)N1CCOCC1
-2	-1	14	5	1	-15	-6	6	-4	CCc1ccccc1NC(=O)COC(=O)C1CC(=O)N(c2ccc(F)cc2)C1 (stereo not given)
6	1	-5	6	-3	0	-8	0	-5	O=C(NCc1ccco1)c1cc(C(=O)C2CCCCC2)c[nH]1
1	0	11	-1	3	23	12	-4	5	O=C(Nc1ccccc1)N1CCCN(c2nccc(C(F)(F)F)n2)CC1
16*	0	8	-5	-5	1	0	17	-4	CC(C)c1ccccc1NS(C)(=O)=O
2	-1	0	1	-8	-2	-5	0	-11	O=C(Nc1ccc(F)cc1)c1c(Cl)nc2ccccn12
0	-2	12	2	-2	-10	3	4	-9	CC(C)CC(c1nnnn1Cc1ccccc1)N1CCC(C(N)=O)CC1 (stereo not given)
-3	-2	5	4	-7	-1	-4	15	4	CCCCCNc1nc(-c2ccccc2)nc(-n2ccnc2)n1
-3	0	3	-1	-3	-2	-3	20	3	Cc1ccc(NP(=O)(Nc2ccc(C)cc2)Nc2ccc(C)cc2)cc1
-1	0	13	-6	4	-6	4	20	-2	COc1ccc2cc(C(c3nnnn3C3CCCC3)N3CCCCCC3)c3nnnn3c2c1 (stereo not given)
0	3	-9	2	-16	-3	-2	0	21	Cc1nnc(SCC(=O)N2CCc3ccccc32)s1
0	0	18	-6	-13	-13	-2	-1	26	COc1ccccc1CNc1nc2nc(C)c(Cl)c(=O)n2[nH]1
0	-2	13	0	5	-8	4	1	6[fluorescence artefact?]	CC(C)(C)C(=O)CSc1nc2ncc(Br)cc2[nH]1
4	2	3	-7	-8	8	13	20	-3	Cc1nc2ccc(NC(=O)c3ccccc3)cc2s1
-1	-1	19	-1	5	-5	4	0	1	COc1ccccc1N1CCN(S(=O)(=O)CC23CCC(CC2=O)C3(C)C)CC1 (stereo not given)

Pulled by structure from the list above (three):
Wee1 stabilizer	Runt-CBFb FRET	FXIIa inh 1536	Runt-SMMHC FRET	Thrombin inh	KLK5 inh	FXIa inh	Hck Nef HTS	14-3-3 Bad inh	smiles
7	1	6	2	1	2	13	-65	-4	O=C1NCCCC1C(=O)N/N=C/c1ccccc1[N+](=O)[O-] (stereo not given)
7	0	4	-1	-5	-3	1	9	-8	COc1cccc(Cl)c1NC(=O)N1CCc2c([nH]c3ccccc23)C1C(F)(F)F (stereo not given)
-2	-3	-7	-8	-8	-33	-3	6	86*[fluorescence artefact?]	COc1ccc2nc(COC(=O)c3ccco3)c(C(C)=O)[n+]([O-])c2c1

(more compounds)
Wee1 stabilizer	Runt-CBFb FRET	FXIIa inh 1536	Runt-SMMHC FRET	Thrombin inh	KLK5 inh	FXIa inh	Hck Nef HTS	14-3-3 Bad inh	smiles
2	-1	4	1	-5	0	-4	-6	-7	CCC(CC)NC(=O)CO/N=C/c1ccc(Cl)cc1Cl
0	3	5	-1	-12	4	-2	21	-17	Cc1ccc(-n2c(C)cc(C(=O)CN3CCOCC3)c2C)cc1
-2	.	19	-4	7	3	14	-1	-14	Cc1ccc(NC(=O)CSc2nc(O)cc(=O)n2C)cc1
0	0	2	-4	-6	-5	-4	25	-1	O=C(CCC(=O)Nc1ccccc1)NNS(=O)(=O)c1ccccc1[N+](=O)[O-]
0	2	-9	-2	-20	3	2	0	2	O=C(CSC1=NC(=O)C(Cc2ccccc2)C(=O)N1)Nc1ncccn1 (stereo not given)
2	-9	6	-4	0	-6	-4	3	-10	CCOc1ccc(OCc2ccc(C(=O)N3CCCC(C)C3)cc2)cc1 (stereo not given)
-1	-1	.	2	-6	-4	-6	-21	-1	Cc1cc(/C=C2/NC(=O)NC2=O)c(C)n1-c1ccc(N2CCOCC2)cc1
0	-4	-12	-4	-4	-2	-11	0	-11[fluorescence artefact?]	Cn1cnnc1SCC(=O)OCN1C(=O)c2ccccc2C1=O
2	.	-2	1	0	-18	2	-3	3	Cc1nn(-c2ccc(C(=O)OC(C)C)cc2)c(C)c1[N+](=O)[O-]
0	-1	7	-11	-1	-9	-1	-2	-5[fluorescence artefact?]	Cc1n[nH]c(C)c1Cc1ccc(C(=O)O)cc1
-3	-1	2	2	-7	-12	1	3	-1[fluorescence artefact?]	Cc1c(C(=O)C(=O)NCCc2ccc(S(N)(=O)=O)cc2)c2ccccc2n1C
7	0	6	0	2	-6	-1	5	-7	Cc1ncoc1C(=O)Nc1cccc(Cl)c1
3	0	7	2	1	8	-1	5	-13	CCOC(=O)N1CCC(N2CCN(C3CCCC3)C(CCO)C2)CC1 (stereo not given)
